ALOX12 inh: Primary qHTS assay for inhibitors of human arachidonate 12S-lipoxygenase (ALOX12): Round 2. purified 12hLO, xylenol orange hydroperoxide absorbance. Polyunsaturated fatty acid lipoxygenase ALOX12 (Homo sapiens), P18054. hit rate 1.1% among 580,000. Potency, µM (series often up to 108 µM), inactives show at the highest dose activity change, negative = inhibition, most hits filed as inhibitors; note: % is set by controls: 0 for no effect and ±100 for the full control effect
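Purified human 12hLO at 150 nM in 25 mM Hepes, 0.01% Triton X-100, pH 7.0, preincubated 15 min at room temperature with compound. Reaction started with 40 uM arachidonic acid, 30 min at room temperature. Hydroperoxide measured by Fe-xylenol orange, 573/405 nm absorbance ratio.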
TrxR1 substrate: qHTS Assay for Substrates of Mammalian Selenoprotein Thioredoxin Reductase 1 (TrxR1): qHTS | hit rate 0.01% among 390,000 | Potency, µM (series often up to 114 µM), for the others: top-dose activity change, negative = substrate turnover | AID 588456, 2011 | Thioredoxin reductase 1, cytoplasmic (Rattus norvegicus), O89049 | purified TrxR1 substrate turnover, NADPH consumption readout; note: % is set by controls: 0 for no effect and ±100 for the full control effect; nearly all actives have a fitted effect of over 50% in size
Target sequence (O89049 whole entry, looked up): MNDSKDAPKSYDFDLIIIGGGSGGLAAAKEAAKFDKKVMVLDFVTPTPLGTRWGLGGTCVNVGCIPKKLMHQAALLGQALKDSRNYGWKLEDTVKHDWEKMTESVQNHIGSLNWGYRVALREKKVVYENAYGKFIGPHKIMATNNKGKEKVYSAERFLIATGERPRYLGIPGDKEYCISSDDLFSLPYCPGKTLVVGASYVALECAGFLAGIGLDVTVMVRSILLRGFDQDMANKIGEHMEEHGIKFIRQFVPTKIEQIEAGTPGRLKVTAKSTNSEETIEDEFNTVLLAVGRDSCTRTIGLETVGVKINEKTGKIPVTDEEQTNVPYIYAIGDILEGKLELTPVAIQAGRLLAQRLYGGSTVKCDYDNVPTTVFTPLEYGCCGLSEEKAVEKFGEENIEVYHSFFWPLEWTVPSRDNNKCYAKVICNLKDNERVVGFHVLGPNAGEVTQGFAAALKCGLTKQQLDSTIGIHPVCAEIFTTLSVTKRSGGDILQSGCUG
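Rat TrxR1, dispensed at 90 nM, was prereduced with 400 uM NADPH (final) for 5 min at ~22 deg C, then incubated with compound 15 min before 400 uM selenite. A first-read NADPH fluorescence drop versus no-compound background flagged substrates.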
mIDH1 inhibitor: qHTS for Inhibitors of mutant isocitrate dehydrogenase 1 (IDH1): qHTS. Isocitrate dehydrogenase [NADP] cytoplasmic (Homo sapiens), O75874. IDH1-R132H enzyme, NADPH consumption, diaphorase/resazurin fluorescence. Potency, µM (highest dose often 76.6 µM), for inactives: at the top dose activity change, negative = inhibition, actives largely listed as inhibitors. hit rate 0.093% among 390,000. AID 602179, 2012; note: % is set by controls: 0 for no effect and ±100 for the full control effect; nearly all actives have a fitted effect of over 65% in size
Target sequence (O75874 whole entry R132H, stated change not applied): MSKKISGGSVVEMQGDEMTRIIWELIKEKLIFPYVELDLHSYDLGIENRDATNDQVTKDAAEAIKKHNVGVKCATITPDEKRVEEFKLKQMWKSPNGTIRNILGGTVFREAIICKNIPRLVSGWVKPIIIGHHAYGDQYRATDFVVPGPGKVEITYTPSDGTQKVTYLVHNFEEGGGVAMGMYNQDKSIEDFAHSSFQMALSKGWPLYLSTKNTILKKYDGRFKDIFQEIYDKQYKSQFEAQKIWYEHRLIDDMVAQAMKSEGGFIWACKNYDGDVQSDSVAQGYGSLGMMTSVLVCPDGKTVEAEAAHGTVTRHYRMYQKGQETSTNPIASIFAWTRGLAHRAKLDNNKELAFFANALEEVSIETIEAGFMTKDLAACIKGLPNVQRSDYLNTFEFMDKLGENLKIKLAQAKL
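IDH1-R132H (0.5 ug/mL) preincubated 30 min with compound, then NADPH (0.016 mM) and alpha-KG (2 mM) added; 80 min at RT, pH 7.5. Remaining NADPH coupled via diaphorase/resazurin to fluorescence (540/590 nm); concentration-response curves normalized to no-enzyme control.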
RXFP1 ag: qHTS Assay for Agonists of the Relaxin Receptor RXFP1; Potency, µM (titrated, usually from 57.5 µM), for inactives: at the highest dose activation, hits mostly activators; Relaxin receptor 1 (Homo sapiens), Q9HBX9; hit rate 0.3% among 370,000; HEK293T-RXFP1 cAMP TR-FRET, 30 min; response scale: percent of porcine relaxin response, buffer zero; note: % is set by controls: 0 for no effect and ±100 for the full control effect; nearly all actives have a fitted effect of over 60% in size; many of its hits are not listed in these tables
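Agonist response is measured as cAMP accumulation in an RXFP1-transfected HEK293T line under PDE4 inhibition. Values are scaled between buffer-only and 29 nM porcine relaxin, and EC50s come from standard Hill equation fits.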
RGS4 inh: Inhibitors of Regulator of G Protein Signaling (RGS) 4: qHTS; Potency, µM (doses to about 114 µM), inactives show at the top dose activity change, negative = inhibition, most hits filed as inhibitors; Regulator of G-protein signaling 4 (Homo sapiens), P49798; Transcreener GDP fluorescence polarization, RGS4-accelerated GTP hydrolysis; hit rate 0.039% among 390,000; AID 504845, 2011; note: % is set by controls: 0 for no effect and ±100 for the full control effect; nearly all actives have a fitted effect of over 75% in size; some results filed as inactive show a strong effect at the top dose
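MLSMR compounds (23 nl, pin-transferred) preincubated 10 min at room temperature with a 500nM (2x) first reagent, then RGS4 at 900nM (2x) plus Transcreener GDP mix added; fluorescence polarization (620/688 nm) read before and after 90 min at 30 °C.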
TrxR1 inh: qHTS Assay for Inhibitors of Mammalian Selenoprotein Thioredoxin Reductase 1 (TrxR1): qHTS; recombinant rTrxR1, NADPH fluorescence consumption, selenite substrate; Potency, µM (doses to about 114 µM), for inactives: top-dose activity change, negative = inhibition, most hits filed as inhibitors; hit rate 1% among 390,000; note: % is set by controls: 0 for no effect and ±100 for the full control effect; nearly all actives have a fitted effect of over 65% in size
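Rat TrxR1 (90 nM in the dispensed reagent) was pre-reduced with 400 uM NADPH for 5 min at room temperature, then incubated with compound for 15 min. After 400 uM selenite was added, NADPH fluorescence (Ex 340/Em 450 nm) was followed for 8 min.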
USP1-UAF1 inh: Inhibitors of USP1/UAF1: Primary Screen. Ubiquitin carboxyl-terminal hydrolase 1 (Homo sapiens), O94782. Potency, µM (top dose mostly 57.1 µM), without a hit: top-dose activity change, negative = inhibition, most hits filed as inhibitors. recombinant USP1/UAF1, Ub-Rhodamine cleavage fluorescence. hit rate 0.23% among 390,000. AID 743255, 2014; note: % is set by controls: 0 for no effect and ±100 for the full control effect; nearly all actives have a fitted effect of over 60% in size; inactives centre near -12
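USP1/UAF1 complex at 1 nM was preincubated with compound for 15 min at room temperature, then Ub-Rho substrate (150nM final) was added. Fluorescence (480/540 nm) was read kinetically, 6 reads every 60 seconds.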
Vif-A3F inh: qHTS for Inhibitors of Vif-A3F Interactions: qHTS. HeLa A3F-eYFP + Vif (tagged APOBEC3F with the HIV-1 protein that degrades it), YFP fluorescence increase. Potency, µM (highest dose often 46.1 µM), without a hit: top-dose activity, negative = active. hit rate 0.2% among 390,000. AID 602313, 2012; note: % of control where 0% means no effect; nearly all actives have a fitted effect of over 65% in size
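HeLa cells stably expressing A3F-eYFP plus Vif, plated and incubated overnight at 37 deg C, then exposed to compounds overnight at 37 deg C. Blocked degradation read as raised yellow fluorescence (Ex 488/Em 500-530).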
Vif-APOBEC3G blk: qHTS for Inhibitors of Vif-A3G Interactions: qHTS | DNA dC->dU-editing enzyme APOBEC-3G (Homo sapiens), Q9HC16 | HeLa A3G-eYFP + Vif (tagged APOBEC3G with the HIV-1 protein that degrades it), YFP fluorescence, overnight | Potency, µM (titrated, usually from 46.1 µM), inactives show top-dose activity, negative = active, actives largely listed as inhibitors | hit rate 0.076% among 410,000;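 note: % is set by controls: 0 for no effect and ±100 for the full control effect; nearly all actives have a fitted effect of over 60% in size; hits raise eYFP signal because A3G escapes Vif-driven loss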
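Read-out is eYFP fluorescence (Ex 488/Em 500-530) from Vif-expressing HeLa A3G-eYFP cells; more signal means A3G escaped Vif-mediated degradation. Cells plated overnight, compound pinned in, incubated overnight at 37 deg C.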
Numbers without * were called inactive; ? = inconclusive; . = no result given; [ ] = dose if it differs, or a comment. Calls come from the whole dose curve; as a rule, active = well fitted curve in the direction sought with a large enough effect; inconclusive = small, poorly fitted or top-dose-only effect, or another doubt; inactive = no such curve, though single readings can be large; an effect the other way counts as inactive or inconclusive. Potency is the fitted concentration of half-maximal effect. Only part of the results is shown (hit frequency here may not be typical).

mol	ALOX12 inh	TrxR1 substrate	mIDH1 inhibitor	RXFP1 ag	RGS4 inh	TrxR1 inh	USP1-UAF1 inh	Vif-A3F inh	Vif-APOBEC3G blk
Cc1ccc(NC(=O)Cn2cnc([N+](=O)[O-])c2)cc1C	209%[activator]	-3%	5%	2.3%	-13%[56.9 µM]	8%	-15%	-3%	0%
Cc1ccc2c(c1)N(C(=O)CCC(=O)NCc1cccc(Br)c1)CC(C)O2 (stereo not given)	1%	1%[57.1 µM]	-2%	2.2%	13%	11%[57.1 µM]	-4%	3%	0%
Cc1ccc(CNC(=O)c2ccc(N3CCC4(CC3)CC(c3ccccc3)=NO4)c(NC(=O)c3ccccc3)c2)cc1	-4%	12%	-3%	0.0%	25%	26%	-15%	1%	1%
CC1(C)CC(=O)C(C=NCCN2CCN(CCCCS(=O)(=O)O)CC2)=C(O)C1	4%	-2%	3%	-1.2%	-13%	8%	-7%	-16%	0%
C#CCNC(=O)C1=C[C@H](c2cn(C(C)=O)c3ccccc23)C[C@H](OCc2ccc(CO)cc2)O1	-11%	-3%	9%	-0.2%	-33%	-50%	-19%	-6%	-11%
CCn1c(O)c(N=NC(=O)CNc2cccc(C)c2)c2ccccc21	-14%	-8%	0%	1.5%	-17%	-10%	-27%	7%	-6%
CN1CCC(=NNC(=O)c2cn(-c3ccccc3)nc2-c2ccccc2)CC1	8%	-2%[57.1 µM]	0%	-1.0%	-7%	15%[57.1 µM]	-20%	-15%	0%
Cc1sc2nc(CSC(C)C(=O)Nc3ccc(C#N)cc3)[nH]c(=O)c2c1C (stereo not given)	?	-5%	7%	1.4%	-36%	?	-24%	-6%	-11%
COc1ccccc1CN1CCN(C(CC(C)C)c2nnnn2Cc2cccs2)CC1 (stereo not given)	?	-5%	6%	-0.5%	-32%	0%	-14%	-3%	1%
O=C(CN1C(=O)COCC1=O)N1CCOCC1	-22%	-2%	7%	0.8%	21%	9%	1%	-4%	6%
CCN1CCCC1CNCc1cc(OC)c(OC)c(OC)c1 (stereo not given)	-16%	6%	2%	-0.8%	-27%	4%	-4%	3%	0%
CCOc1ccccc1N1CCN(c2ncnc3scc(-c4ccc(OC)cc4)c23)CC1	209%[activator]	-2%	0%	-1.1%	-33%	-5%	?	-4%	-4%
Cc1ccc(S(=O)(=O)N2CCOCC2)cc1C(=O)NC(C)CCc1ccccc1 (stereo not given)	0%	8%	25%	.	20%	26%	-28%	-3%	-1%
CC(C)c1ccc(NC(=O)CCNS(=O)(=O)c2ccc3[nH]c(=O)oc3c2)cc1	-23%	0%	-5%	1.3%	23%	21%	-12%	0%	0%
Cc1ccc(NC(=O)Cc2ccccc2Cl)cc1S(=O)(=O)N(C)C	6%	-16%	-3%	0.6%	-8%	-17%	0%	-9%	-1%
O=C(Nc1ccc(F)cc1F)NC1CCCCCCC1	-1%	-4%	1%	4.0%	-6%	5%	-13%	5%	1%
CCOC(=O)CSc1nnc(-c2c[nH]c3ccccc23)n1CC	0%[57.4 µM]	7%	-6%	2.2%	-5%	5%[57.1 µM]	-18%	-7%	-2%
CCOC(=O)Cc1csc(NC(=O)CC)n1	2%	12%	-2%	-0.4%	13%	27%	-20%	0%	0%
Cn1c(=O)c2c(ncn2CC(=O)OCC(=O)Nc2ccc(Cl)cc2)n(C)c1=O	3%	-20%[57.1 µM]	3%	11%	-4%	3%[57.1 µM]	-14%	4%	-2%
CCC(CC)NC(=O)CN1CCN(S(=O)(=O)c2cccs2)CC1	-8%	-4%	-2%	-1.2%	3%	9%	-16%	5%	2%
CSc1ccc(C2=C/C(=C3/SC(=S)NC3=O)c3ccccc3O2)cc1	-3%	2%	5%	.	-11%	2%	-19%	-6%	-2%
COc1ccc(S(=O)(=O)c2cn(CC(=O)Nc3ccccc3)c3ccc(Cl)cc3c2=O)cc1	-28%	2%	3%	?	0%	9%	-21%	5%	4%
COc1ccc(NC(=O)c2c(NCc3ccc(C)o3)sc3c2CCCCC3)c(OC)c1	?	-9%[57.1 µM]	20%	-0.3%	?	20µM*	-16%	2%	-9%
Clc1ccccc1Cn1nnc2c(N3CCCC3)ncnc21	-10%	6%[57.1 µM]	2%	3.7%	-9%	2%[57.1 µM]	-3%	0%	-11%
COCCN1CCN(c2cc(-c3ccccc3)nc3cc(-c4cccc(F)c4)nn23)CC1	?	99%	-3%	1.9%	10%[11.4 µM]	29%	-2%	5%	-8%
O=C(c1ccc(=O)[nH]c1)N1CCN(S(=O)(=O)c2ccc(Cl)cc2)CC1	?	-9%[57.1 µM]	11%	2.4%	-11%	26%[57.1 µM]	-5%	-16%	-3%
COc1ccccc1CNC(=O)c1oc2ccc(S(=O)(=O)N3CCCC3)cc2c1C	.	-9%[57.1 µM]	1%	-5.1%	-2%	10%[57.1 µM]	-28%	7%	-7%
O=C(O)c1cc2c(cn1)[nH]c1ccccc12	-1%	202%[activator]	-7%	-3.4%	1%	?	-25%	20%	0%
CC1=NNC(=O)C1CC(=O)N/N=C/C(Br)=C/c1ccccc1 (stereo not given)	0%	-3%	-6%	5.2%	9%	0%	-21%	-6%	-6%
COC(C[C@@H]1O[C@@H]1[C@H](O)[C@H](C)OCc1ccccc1)OC	15%	5%[57.1 µM]	0%	-3.1%	14%	17%[57.1 µM]	-16%	3%	1%
COc1ccccc1C(=O)NC(CCSC)C(=O)NNC(=O)c1ccccc1C (stereo not given)	1%	-8%	1%	-0.4%	16%	-7%	-3%	4%	-5%
COC(=O)[C@]1(C)N[C@H](CN(C)C(=O)c2ccccc2)[C@@H]2C(=O)N(Cc3ccccc3)C(=O)[C@@H]21	?	3%	-3%[38.3 µM]	.	11%	19%	-18%	-7%	3%
N#Cc1cc2c(nc1SCC1COc3ccccc3O1)CCC2 (stereo not given)	-20%	9%	3%	1.4%	2%	2%	-13%	2%	-1%
CCOc1cccc(-c2c(C(=O)N/N=C/c3ccoc3)nnn2-c2nonc2N)c1	-1%	3%	-13%	-0.6%	-4%[11.4 µM]	16%	-25%	-5%	0%
Cn1c(SCC(=O)Nc2cccc(NC(=O)c3cccs3)c2)nnc1-c1ccncc1	3%	-6%[57.1 µM]	12%	1.4%	14%	11%[57.1 µM]	-14%	0%	-11%
Cc1cccc(C(=O)NCC(=O)NCC(c2cccs2)N2CCOCC2)c1 (stereo not given)	23%	-12%	-1%	-0.9%	-5%	-17%	-2%	-21%	-1%
CC(=O)Nc1ccn(C2CC3OCC(NC(=O)C(Cc4ccccc4)NC(=O)OC(C)(C)C)C3O2)c(=O)n1 (stereo not given)	.	4%	.	.	-29%	9%	.	.	3%
COc1ccc2sc(NCc3ccccc3)nc2c1	21%	-3%	-5%	-0.8%	5%	16%	-24%	-10%	0%
O=C(CSc1ccc(-c2ccco2)nn1)Nc1ccc(F)cc1F	6%	-4%	10%	4.0%	?	25µM*	-16%	1%	3%
CCOc1ccc(NC(=O)CN(C)C(=O)C2CCCO2)cc1OCC (stereo not given)	3%	-9%[57.1 µM]	5%	0.3%	-6%	-3%	-17%	1%	3%
C[C@H](CO)N1C[C@H](C)[C@@H](CN(C)C(=O)NC2CCCCC2)Oc2ccc(NC(=O)Nc3ccc(C(F)(F)F)cc3)cc2C1=O	-24%	-4%[57.1 µM]	-24%	.	-23%	1%[57.1 µM]	?	6%	-5%
Cc1ccc(C(=O)NC(C)C(c2cccs2)N2CCCC2)s1 (stereo not given)	-5%	7%	-4%	-1.5%	-27%	-2%[57.1 µM]	-9%	?	0%

Of the compounds above, these have bromine.
mol	ALOX12 inh	TrxR1 substrate	mIDH1 inhibitor	RXFP1 ag	RGS4 inh	TrxR1 inh	USP1-UAF1 inh	Vif-A3F inh	Vif-APOBEC3G blk
Cc1ccc2c(c1)N(C(=O)CCC(=O)NCc1cccc(Br)c1)CC(C)O2 (stereo not given)	1%	1%[57.1 µM]	-2%	2.2%	13%	11%[57.1 µM]	-4%	3%	0%
CC1=NNC(=O)C1CC(=O)N/N=C/C(Br)=C/c1ccccc1 (stereo not given)	0%	-3%	-6%	5.2%	9%	0%	-21%	-6%	-6%

Compound activity as filed in PubChem BioAssay.
